# IMP-1 inhibitor: IMP-1 metallo-beta-lactamase inhibitors, primary screen, biochemical, epi-absorbance readout, Pseudomonas aeruginosa enzyme. inhibition, % at 5.6 µM. AID 1556, 2009. hit rate 0.45% among 290,000. purified IMP-1, nitrocefin hydrolysis, epi-absorbance fluorescence;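 active = inhibition above the mean plus 3 SD of all compounds in the same screening run, cut at about 4.5% in these data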;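 also: 0% = IMP-1 with DMSO and 100% = DMSO wells lacking enzyme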
#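 assay system = purified recombinant IMP-1 metallo-beta-lactamase enzyme | schedule = 15 min preincubation plus 25 min reaction at 25 °C | signal = Epi-absorbance fluorescence, 480 nm excitation, 530 nm emission | read-out basis = percent inhibition from optical density relative to buffer-blank wells | controls = IMP-1 with DMSO as 0%, enzyme-free DMSO as 100%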
# DNA FID counter: compounds displacing fluorescent DNA intercalator, primary screen, artefact control for HCV NS3 helicase inhibitor project, biochemical, FID fluorescence; DNA fluorescent intercalator displacement; inhibition, % at 7.9 µM; hit rate 0.17% among 290,000; AID 1845, 2009; in the data active = inhibition above about 37%;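 also: 0% = vehicle and 100% = reference compound; higher means more ethidium bromide displaced from hairpin DNA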
# MEKK2 mut-MEK5: MEK5 binding signal on mutant MEKK2 PB1, primary screen, biochemical, multiplex bead flow cytometry, Alexa488-MEK5; AID 1530, 2009; percent response, % at 10 µM; hit rate 0.35% among 290,000; Alexa488-MEK5 binding to MEKK2 mutant; in the data active = percent response above about 24%, passing the limit was not always enough; also: inactives centre near 1; some results filed as inactive read as strong as hits
# M18AAP inhibitor: PfM18AAP inhibitors, malaria aminopeptidase, primary screen, biochemical, QFRET, recombinant enzyme. M18 aspartyl aminopeptidase (Plasmodium falciparum 3D7). H-Glu-NHMec fluorogenic cleavage. inhibition, % at 7.35 µM. hit rate 1.2% among 290,000. AID 1822, 2009;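 active = inhibition above the campaign mean inhibition over all tested compounds plus 3 SD, cut at about 28% in these data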;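 also: 0% = plate median of test compound wells and 100% = 2 mM ZnCl2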
# SUMO HTRF inh: inhibitors of in vitro SUMOylation cascade, primary screen, biochemical, HTRF, uHTS; hit rate 0.36% among 290,000; HTRF SUMOylation assay, SAE1/SAE2 + UBC9; inhibition, % at 35 µM; in the data active = inhibition above about 50%, passing the limit was not always enough; also: strong numbers were not always called active
# Target sequence (P63279 whole entry, looked up): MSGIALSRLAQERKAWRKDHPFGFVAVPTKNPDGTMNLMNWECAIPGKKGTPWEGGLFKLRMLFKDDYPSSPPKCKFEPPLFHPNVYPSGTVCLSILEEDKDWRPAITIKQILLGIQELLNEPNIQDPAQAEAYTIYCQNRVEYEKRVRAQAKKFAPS
# VIM-2 inh: VIM-2 metallo-beta-lactamase inhibitors, primary screen, biochemical, epi-absorbance readout, Pseudomonas aeruginosa enzyme; purified VIM-2, nitrocefin hydrolysis, epi-absorbance fluorescence; hit rate 0.89% among 290,000; AID 1527, 2009; inhibition, % at 5.6 µM;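 active = inhibition above the mean of all tested compounds plus 3 SD, cutoff set per screening run, cut at about 7.5% in these data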;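 also: red hydrolysis product quenches plate fluorescence so inhibitors raise well fluorescence; 0% = enzyme with DMSO and 100% = DMSO without enzyme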
# NS3 helicase inh: inhibitors of HCV NS3 helicase, primary screen, biochemical, Cy5 molecular beacon fluorescence | NS3 helicase DNA unwinding | inhibition, % at 10.9 µM | hit rate 0.56% among 290,000 | AID 1800, 2009;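 active = inhibition above the mean of all tested compounds plus 3 SD, set per campaign, cut at about 35% in these data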;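 also: 0% = DMSO wells and 100% = thioflavine S control wells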
#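 assay system = NS3 helicase fragment of HCV | buffer or medium = MOPS pH 6.5, MgCl2, DTT, Tween20, BSA | timing = 60 min unwinding reaction at 25 °C after ATP addition | signal = Cy5 beacon fluorescence read at start and 1 h | read-out basis = % inhibition of unwinding | control set = low DMSO, high thioflavine S at 110 µM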
# NALP1 yeast inh: NALP1 inflammasome inhibitors in reconstituted yeast, colorimetric, S. cerevisiae, triplicate retest; S. cerevisiae NALP1/ASC/caspase-1 growth, X-gal OD620, 72 h; hit rate 0.61% among 280,000; AID 2071, 2009; inhibition, % at 10 µM; in the data active = inhibition mostly above about 24%, no sharp cut-off; inactive = mostly below about 32%; also: some compounds called inactive have numbers as strong as hits
# MEKK2 WT-MEK5: modulators of MEK5 binding to wildtype MEKK2, primary screen, biochemical, multiplex bead flow cytometry, Alexa488-MEK5. hit rate 1.1% among 290,000. Mitogen-activated protein kinase kinase kinase 2 (Homo sapiens), Q9Y2U5. binding response (% of control), % at 10 µM. Alexa488-MEK5 binding to MEKK2 WT; actives lie on both sides; in the data active = binding response below about 67% or above about 130%
# An asterisk follows results filed as active; nt = not tested or not shown; [ ] = dose if it differs, or a comment.
nr	structure	IMP-1 inhibitor	DNA FID counter	MEKK2 mut-MEK5	M18AAP inhibitor	SUMO HTRF inh	VIM-2 inh	NS3 helicase inh	NALP1 yeast inh	MEKK2 WT-MEK5
1	Cc1cccc(-n2cc[nH]c2=S)c1C	-4.8	-0.5	-7.0	19.9	-14.4	-1.1	11.7	25.4	76.0
2	CSCCC1NC(=O)N(CC(=O)Nc2ccc(Br)cc2Br)C1=O (stereo not drawn)	-3.1	-11.7	3.0	-3.2	11.1	-1.7	-4.6	3.0	100.0
3	CCOC(=O)C1CCN(c2c(NCc3ccc(C(=O)NC4CCCC4)cc3)c(=O)c2=O)CC1	-6.0	-23.9	5.0	-0.1	23.0	-4.1	1.1	7.2	110.0
4	CCN(CC)CCNC(=O)c1ccc(NC(=O)c2ccc(COc3ccccc3)cc2)cc1	-0.3	38.2*	26.0*	-5.1	3.3	-1.6	-38.5	9.9	162.0*
5	O=C(Nc1sc2c(c1-c1nc3ccccc3[nH]1)CCCC2)C1CC1	0.3	1.6	9.0	1.0	23.8	-1.1	-1.3	14.3	108.0
6	CC(C)OC(=O)c1cccc(NC(=O)CSc2nnc(N)s2)c1	-3.3	0.4	-8.0	-1.5	-8.9	-4.9	4.6	0.2	90.0
7	O=S(=O)(NCCN1CCCC1)c1ccc(C(F)(F)F)cc1	-2.6	1.8	-1.0	2.3	-9.7	-1.7	-6.0	12.4	98.0
8	O=C(Nc1ccccc1)C1CC(=O)n2ncnc2N1 (stereo not drawn)	-1.4	-1.2	4.0	0.4	2.7	-2.4	4.7	26.0	110.0
9	CN(C)S(=O)(=O)c1ccc(N2C(=O)CC2(/C=C/c2ccccc2)C(=O)NC2CCCC2)cc1 (stereo not drawn)	-2.9	-3.0	-1.0	0.7	10.3	-1.2	-2.4	12.6	95.0
10	Cc1ccc(C(=O)O)cc1-n1c(=O)n(Cc2ccccc2)c(=O)c2[nH]cnc21	-1.3	-6.9	-1.0	-6.2	7.3	1.1	7.0	4.4	103.0

# Whole records, quoted from the list. Order of screens: IMP-1 inhibitor	DNA FID counter	MEKK2 mut-MEK5	M18AAP inhibitor	SUMO HTRF inh	VIM-2 inh	NS3 helicase inh	NALP1 yeast inh	MEKK2 WT-MEK5
# O=C(Nc1sc2c(c1-c1nc3ccccc3[nH]1)CCCC2)C1CC1 is listed as 0.3	1.6	9.0	1.0	23.8	-1.1	-1.3	14.3	108.0
# CCOC(=O)C1CCN(c2c(NCc3ccc(C(=O)NC4CCCC4)cc3)c(=O)c2=O)CC1 is listed as -6.0	-23.9	5.0	-0.1	23.0	-4.1	1.1	7.2	110.0
# O=S(=O)(NCCN1CCCC1)c1ccc(C(F)(F)F)cc1 is listed as -2.6	1.8	-1.0	2.3	-9.7	-1.7	-6.0	12.4	98.0

# Further structures
nr	structure	IMP-1 inhibitor	DNA FID counter	MEKK2 mut-MEK5	M18AAP inhibitor	SUMO HTRF inh	VIM-2 inh	NS3 helicase inh	NALP1 yeast inh	MEKK2 WT-MEK5
11	COc1ccccc1NC(=O)c1cc2ccccc2o1	0.0	-9.5	0.0	-5.0	-5.2	-1.7	-4.0	-0.4	102.0
12	CC1=NN(C(=O)CCc2ccc3c(c2)OCO3)C(O)(C(F)(F)F)C1 (stereo not drawn)	-1.4	-11.8	-4.0	2.8	6.6	-0.8	4.5	5.4	85.0
13	S=C(Nc1ccc(Cl)cc1)NC1CC2CCCC(C1)N2C1CCCC1 (stereo not drawn)	0.6	13.1	-2.0	-10.5	-9.9	1.0	-17.2	6.8	110.0
14	Cc1ccccc1NC(=O)c1ccc(-c2ccc(Cl)cc2Cl)o1	-1.4	-14.4	-1.0	-1.0	-0.2	-0.2	-3.9	11.0	98.0
15	CCN1CCN(C(=O)C(C)Nc2cc(Cl)c(OC)cc2OC)CC1 (stereo not drawn)	-1.4	2.5	-7.0	-0.1	31.2	0.5	-3.2	-5.5	94.0
16	O=C(O)c1cccnc1SC1CC(=O)N(c2cccc3ccccc23)C1=O (stereo not drawn)	-3.2	-13.7	nt	-17.4	2.2	-3.9	-0.1	-2.5	nt
17	Fc1ccccc1NC(=S)N(CCCN1CCOCC1)Cc1cccnc1	-0.6	5.8	-9.0	-5.0	-10.4	-0.3	-1.6	-1.9	92.0
18	COc1ccc(-c2nc3n(n2)C(c2ccccc2)C2=C(CCCC2=O)N3)cc1OC (stereo not drawn)	-0.4	-9.4	-2.0	-0.4	-14.1	-3.4	-2.4	36.9	99.0
19	CCOc1ccc(S(=O)(=O)NCCN2CCOCC2)c2ccccc12	1.6	1.3	-1.0	0.7	11.3	-0.9	-2.0	6.0	98.0
20	Cc1nc2c(-c3ccc(F)cc3)c(C)nn2c(C)c1CCC(=O)N1CCN(c2ccccn2)CC1	-0.8	-1.3	-7.0	-8.5	-19.1	2.0	-11.1	-20.6	94.0
21	O=[N+]([O-])c1ccccc1OCCCOc1cccc2cccnc12	-0.1	-18.0	5.0	-1.5	6.4	-1.3	-16.6	14.7	112.0
22	Cc1onc(-c2c(F)cccc2Cl)c1C(=O)Nc1ccc(S(=O)(=O)Nc2ncccn2)cc1	-4.9	-1.0	10.0	-3.1	3.6	-4.1	0.9	5.7	113.0
23	CCCOc1ccc(N2CC(C(=O)Nc3ccccc3C(=O)NC)CC2=O)cc1 (stereo not drawn)	-4.3	-16.2	-3.0	-2.0	1.4	-5.8	2.3	-5.1	96.0
24	O=C(CCCc1ccccc1)Nc1nnc(C(F)(F)F)s1	-0.5	-5.0	-2.0	-2.2	10.7	-0.9	-5.7	14.2	96.0
25	CCOC(=O)N1CCN(C(=O)C(c2ccccc2)c2ccccc2)CC1	0.9	-30.1	6.0	-1.0	8.8	-1.5	-5.5	6.7	108.0
26	Brc1ccccc1-c1nnc2sc(Cc3ccccc3)nn12	-4.0	-31.6	1.0	6.0	4.6	-2.5	-7.1	nt	86.0
27	N/C(=N\OC(=O)COc1cc(Cl)c(Cl)cc1Cl)c1ccccn1	0.5	-4.1	-3.0	3.0	0.7	-1.1	-1.7	20.5	98.0
28	O=C1CC(c2ccsc2)Sc2ccccc2N1 (stereo not drawn)	-0.5	-3.9	-24.0	0.6	0.5	-1.9	5.0	20.1	69.0
29	CC(=O)c1ccc(C(=O)Nc2nnc(-c3ccc(Cl)cc3)o2)cc1	nt	nt	-3.0	nt	-15.8	nt	nt	-40.2	100.0
30	COC(=O)C(C(=O)OC)C(CC(=O)c1ccc(C)cc1)c1cc(OC)c(OC)c(OC)c1 (stereo not drawn)	-3.6	-32.0	20.0	1.6	-5.6	-0.6	-12.5	8.6	105.0
31	CCOc1ccc(-c2noc(=O)[nH]2)cc1	-3.8	22.8	-33.0	4.5	-20.7	-0.3	-5.9	0.7	39.0*[inhibitor]
32	CC(NC(=O)OCc1ccccc1)C(=O)NCC1CCCO1 (stereo not drawn)	-2.5	0.0	-2.0	1.7	-24.2	-3.5	-2.3	23.7	101.0
33	COc1ccc(NC(=O)c2c(-c3c(Cl)cccc3Cl)noc2C)c(OC)c1	-2.6	-21.5	-5.0	-9.1	-2.5	1.1	-9.9	6.4	91.0
34	O=S(=O)(NNC(=S)Nc1ccc(S(=O)(=O)Nc2ncccn2)cc1)c1ccc(Br)cc1	-1.8	-18.7	4.0	41.0*	0.9	-3.0	3.1	3.1	106.0
35	COc1cc(/C=C2/C(=O)N(c3ccc([N+](=O)[O-])cc3)N=C2N2CCOCC2)ccc1O	-2.3	-1.1	-19.0	13.5	99.7	-1.5	7.8	-11.5	86.0
36	C/C(=N\NC(=O)c1ccc(NS(=O)(=O)c2cccs2)cc1)c1ccc2c(c1)OCO2	-3.3	-6.6	-3.0	-15.1	3.1	-3.8	-0.5	-2.7	96.0
37	O=C(/C=C/c1cccc(F)c1)N1CCN(c2ccccn2)CC1	-3.0	-15.1	-2.0	10.0	-2.4	-2.5	-20.6	5.1	96.0
38	O=C(CSc1nnc2c3ccccc3c3ccccc3c2n1)Nc1ccccc1	-3.2	1.1	nt	3.4	-13.4	-2.0	8.8	2.8	nt
39	COc1cc2c(cc1OC)CN(CC(=O)Nc1ccc(C)c(S(=O)(=O)N3CCOCC3)c1)CC2	0.2	-4.2	0.0	13.9	4.3	-1.7	-5.7	-1.8	103.0
40	Nc1nc(SCc2nnc(SCC(=O)O)n2-c2ccccc2)nc2sc3c(c12)CCCC3	0.5	-25.7	-10.0	-7.6	15.5	-0.3	11.0	-1.8	92.0
41	COC(=O)C(C)(C)ONC(=O)Nc1ccccc1	-2.9	-8.9	1.0	0.9	8.0	-2.1	-5.9	32.4	105.0
42	Cc1ccc(S(=O)(=O)Nc2ncc(C(F)(F)F)cc2Cl)cc1	-1.3	-10.4	13.0	-13.6	19.1	-0.2	9.8	16.4	112.0
43	CCSc1nc2sc3c(c2c(=O)n1CC)CCC3	-2.4	-21.9	10.0	-10.1	3.5	0.6	-7.1	-2.1	106.0
44	O=C(/C=C/c1ccccc1)OCc1cnc(Cl)s1	-2.4	-4.9	-4.0	-11.6	9.9	-0.1	-2.0	-0.9	100.0
45	COc1ccccc1CNC(=O)c1cn(C)c(=O)c2cc(OC)c(OC)cc12	-4.6	-1.4	-4.0	-1.6	-13.6	-1.1	1.1	32.1	98.0
46	CC(=O)c1nc2ccccc2n1S(=O)(=O)c1ccc(C)cc1	-2.6	-1.7	4.0	-2.4	26.6	-2.6	-0.6	27.8*	103.0
47	CCOc1cc(C(=O)NCc2ccc(C)cc2)ccc1OCC(=O)N1CCOCC1	-3.5	-21.9	-1.0	-0.1	4.8	-2.1	2.3	-3.5	109.0
48	COc1ccc(C)cc1C(=O)CCC(=O)Nc1ccccc1N1CCOCC1	-2.5	-25.7	3.0	-7.3	7.0	-1.3	-3.6	nt	100.0
49	O=C1CN(c2ccc(Cl)cc2)C(=O)CN1NC(=S)Nc1ccc(Cl)cc1	-1.6	-9.0	6.0	6.0	-6.1	-3.4	0.7	9.7	101.0
50	COc1cc(CN2CCN(C(=O)c3ccccc3F)CC2)cc(OC)c1OC	-3.8	-14.2	11.0	-2.3	8.3	-2.3	-2.9	-4.8	115.0
51	CC(C)(C)OC1NS(=O)(=O)OCC1NCOC(Cl)(Cl)Cl (stereo not drawn)	-4.7	11.5	2.0	18.8	19.1	-3.0	8.5	10.9	103.0
52	COc1ccc(CN(C(=S)Nc2ccccc2)C2CC(=O)N(c3ccc(Cl)cc3)C2=O)cc1 (stereo not drawn)	-2.5	-1.9	-3.0	-7.9	-31.8	0.3	-6.6	4.3	107.0
53	N#Cc1cc2c(nc1SCC1COc3ccccc3O1)CCC2 (stereo not drawn)	0.8	-1.6	-1.0	-5.1	4.2	0.5	-1.5	2.2	102.0
54	CC1=C(C(=O)OCc2ccccc2)C(/C=C/c2ccccc2)NC(=S)N1 (stereo not drawn)	-5.0	-25.8	13.0	4.2	-6.9	-3.1	-9.0	24.4	103.0
